Screening data (PubChem BioAssay)
West Nile antiviral: West Nile virus antiviral activity, cell-based, CPE readout (AID 1621); West Nile virus-infected cells, CPE inhibition; higher % means a stronger effect; one-dose CPE inhibition, % at 10 µM; IC50 in µM for titrated hits; 0.02% of 290,000 active; in the data active = a potency from the dose series; inconclusive = CPE inhibition mostly from about 3.7% at the one dose, without a potency; inactive = the rest, 99 in 100 with CPE inhibition below about 2.2%; note: strong numbers were not always called active
NS5 inhibitors: flavivirus cap methylation enzyme inhibition – biochemical, confirmation dose response, primary screen (AID 588689); Dengue-2 NS5 methyltransferase capping enzyme assay, biochemical; higher % means a stronger effect; 0.3% of 340,000 active; one-dose inhibition, % at 25 µM; IC50 in µM for titrated hits; in the data active = a potency from the dose series; inconclusive = inhibition above about 29% without an active follow-up result
Yfh1-depleted yeast: mitochondrial function rescue without frataxin homolog – Friedreich's ataxia, plus single-dose screen, dose response (AID 1465). S. cerevisiae Yfh1-off respiration, WST-1 reduction, 72 h; higher fold induction means a stronger effect. 0.074% of 220,000 active. fold induction at 50 µM, or EC50 in µM where a hit was titrated;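 active = fold induction of absorbance versus untreated yeast above a set limit, then at least 30% activation at any dose in follow-up; inconclusive = repeats straddling the limit, or above it without dose testing; inactive = fold induction below the set limit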;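 note: activators that raise dye reduction in frataxin-depleted yeast; strong numbers were not always called active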
XIAP displacement: XIAP antagonists, biochemical, IAP family, fluorescence polarization (AID 1018). XIAP BIR domain, fluorescence polarization peptide displacement; higher % means a stronger effect. displacement, % at 20 µM, or IC50 in µM where a hit was titrated. 0.007% of 200,000 active; in the data active = displacement above about 50%; note: a part of the inactive calls stands beside numbers as strong as those of hits
RSV CPE inhibition: inhibition of RSV-induced cytopathic effect – HEp-2 cells, primary 10 µM value included (AID 2391). HEp-2 cells, RSV-induced CPE inhibition; higher % means a stronger effect. CPE inhibition, % at 10 µM; hits with a dose series show IC50 in µM. 0.13% of 310,000 active; in the data active = a potency from the dose series; inconclusive = CPE inhibition mostly from about 23% at the one dose, without a potency; inactive = the rest, 99 in 100 with CPE inhibition below about 21%; note: strong numbers were not always called active
WT yeast gro inh: growth inhibition of WT yeast, mitochondrial fusion screen; mitochondrial fusion phenotypic screen, WT strain; inhibition, % at 10 µM; 2.1% of 190,000 active; AID 1362; in the data active = inhibition above about 58%; tested in S. cerevisiae
Large T inhibition: TAg ATPase/helicase activity blockers – biochemical (AID 1903); inhibition, % at 20 µM; hits with a dose series show IC50 in µM; 0.39% of 310,000 active; SV40 large T antigen ATPase/helicase inhibition assay; higher % means a stronger effect; in the data active = a potency from the dose series; inconclusive = inhibition mostly from about 32% at the one dose, without a potency; inactive = the rest, 99 in 100 with inhibition below about 32%; note: strong numbers were not always called active
ER stress rescue: rescue of cells from ER stress-induced death, primary screen, 384-well, CSM14.1, thapsigargin, ATP luminescence (AID 1222) | 190,000 tested, under 10 active | cellular ATP content (survival), % at 20 µM, or EC50 in µM where a hit was titrated | CSM14.1 thapsigargin-induced death rescue, ATP luminescence; higher % means a stronger effect;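 active = EC50 below 50 µM in the dose-response confirmation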;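 note: death triggered by thapsigargin at about 15 µM added after 2 h compound pretreatment; cell ATP read after overnight thapsigargin exposure of roughly 18 to 22 hours; normalized against plate controls of thapsigargin alone and 5% DMSO vehicle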
K1F lysis inhibition: inhibition of K1F phage lysis, E. coli UTI89, bacterial capsule biogenesis inhibitors, alamar blue (AID 488966). E. coli UTI89 K1F phage lysis, alamar blue, 2 h; higher % means a stronger effect. inhibition, % at 100 µM; hits with a dose series show IC50 in µM. 0.02% of 340,000 active;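 active = phage lysis inhibition, versus mean bacterial control, above a set limit; inconclusive = no clear call, values can overlap the other calls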;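 note: capsule biogenesis inhibitors block K1F phage lysis so surviving cells raise fluorescence; higher fluorescence means more inhibition of phage lysis; actives were called in the ten point dose series up to 300 µM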
WT yeast gro inh mutant strain: also measured in WT yeast gro inh; calls as there; inhibition, %; mitochondrial fusion phenotypic screen, mutant strain inhibition
NS5 inhibitors pilot replicate: recorded beside NS5 inhibitors, whose call it bears; inhibition, %; measured here: pilot screen replicate inhibition
The depositor's hits bear a star; i = inactive; ? = inconclusive; . = no result given; [ ] = another dose, or the depositor's remark.

Sample of the layout:
SMILES	West Nile antiviral	NS5 inhibitors	Yfh1-depleted yeast	XIAP displacement	RSV CPE inhibition	WT yeast gro inh	WT yeast gro inh mutant strain	Large T inhibition	ER stress rescue	K1F lysis inhibition	others
CC1CCCCC12NC(=O)N(CC(=O)Nc1ccc(N3CCOCC3)cc1)C2=O (stereo not drawn)	-0.1%	-5%	i	-6.1%	1.8%	1	-5	10%	-1.5%	2.3%[50 µM]
C/C(NC1CCCCC1)=C(/C#N)C(=O)NCCN1CCOCC1	0.0%	8%	i	-6.1%	-0.7%	-9	-2	23%	-0.8%	1.0%
COc1cc(C2c3[nH]c4ccccc4c3C[C@H]3C(=O)N(C4CC4)CC(=O)N23)ccc1OC(C)C (stereo partly drawn)	-1.1%	-6%	.	.	3.6%	.	.	6%	.	0.2%

This part in full, from the start:
SMILES	West Nile antiviral	NS5 inhibitors	Yfh1-depleted yeast	XIAP displacement	RSV CPE inhibition	WT yeast gro inh	WT yeast gro inh mutant strain	Large T inhibition	ER stress rescue	K1F lysis inhibition	others
CC1CCCCC12NC(=O)N(CC(=O)Nc1ccc(N3CCOCC3)cc1)C2=O (stereo not drawn)	-0.1%	-5%	i	-6.1%	1.8%	1	-5	10%	-1.5%	2.3%[50 µM]
C/C(NC1CCCCC1)=C(/C#N)C(=O)NCCN1CCOCC1	0.0%	8%	i	-6.1%	-0.7%	-9	-2	23%	-0.8%	1.0%
COc1cc(C2c3[nH]c4ccccc4c3C[C@H]3C(=O)N(C4CC4)CC(=O)N23)ccc1OC(C)C (stereo partly drawn)	-1.1%	-6%	.	.	3.6%	.	.	6%	.	0.2%
COc1ccc(N(C(=O)c2ccco2)S(=O)(=O)c2cc(OC)ccc2OC)cc1	-0.4%	-1%	i	-2.6%	1.5%	-14	-3	0%	-2.3%	8.4%
Cn1c(SCC(=O)c2ccccc2F)nnc1C1CC1	0.4%	7%	.	-1.7%	0.0%	9	-6	9%	-0.8%	1.6%
C=CCn1c(SCC(=O)NNC(=O)Nc2cccc(Cl)c2)nnc1-c1ccccc1	0.4%	-5%	i	.	2.4%	.	.	6%	.	0.8%
CCc1csc(CCNC(=O)C2CCC(=O)N(CCOC)C2)n1 (stereo not drawn)	0.1%	5%	.	.	2.2%	.	.	4%	.	3.1%
CC(=O)Nc1nc(C)c(Cc2ccccc2)c(=O)[nH]1	1.5%	5%	i	-5.5%	-1.3%	20	-10	4%	0.7%	0.6%
COc1ccccc1NC(=O)CSc1nnc(NC(=O)C2CCC2)s1	0.9%	-1%	.	.	17%	.	.	7%	.	-0.1%
Cc1cc(C(F)(F)F)c(C#N)c(Sc2ccccc2)n1	0.6%	6%	i	-3.1%	1.8%	4	14	4%	-0.2%	1.6%
O=C1Nc2cc(Cl)cnc2N2CCCC12 (stereo not drawn)	-0.1%	15%	i	-3.9%	8.6%	16	7	22%	.	0.1%
Cc1ccc(NC(=O)CSC(C)C(=O)OCC(=O)N2CCN(C(=O)c3ccco3)CC2)cc1 (stereo not drawn)	.	-4%	.	.	0.9%	.	.	7%	.	1.1%[50 µM]
CC1=C(C(=O)OC2CCCCCCC2)C(c2cc3c(cc2Br)OCO3)CC(=O)N1 (stereo not drawn)	0.4%	-2%	i	-4.4%	5.1%	9	4	8%	-2.7%	-0.3%
Oc1ccc(CN2CCC(Cc3ccccc3)CC2)c2cccnc12	?	.	97µM*	-6.6%	.	-8	-7	27%	2.9%	.
COCC[N+]1(C)CCCCC1	0.0%	1%	i	-3.3%	0.5%	-5	-3	11%	.	0.1%
Cc1ccc(-c2cc(-c3ccccc3)nc(N(C)N)n2)cc1	-0.5%	-11%	.	.	6.7%	.	.	13%	.	0.1%	NS5 inhibitors pilot replicate=-6.4
O=C(Nc1ccc(OC(=O)c2ccco2)cc1)c1ccco1	-0.5%	-16%	i	-8.1%	0.7%	26	22	4%	0.0%	-0.2%
CC(C)(C)NC(=O)N1CCC(CO)(Cc2ccccc2Cl)CC1	-0.6%	-2%	i	-4.9%	-0.3%	-10	6	26%	-0.9%	0.0%
CC1CCN(c2c(NCC3CCC(C(=O)NC4CCCCCC4)CC3)c(=O)c2=O)CC1 (stereo not drawn)	0.7%	-5%	i	.	0.8%	.	.	15%	.	2.2%[50 µM]
Cc1oc(-c2ccc(Cl)cc2)cc1C(=O)/C(C#N)=C/Nc1cccc(OC(F)(F)F)c1	0.1%	-4%	i	.	1.0%	.	.	3%	.	0.2%
C#CCOCCOCCOCCNc1nc(N2CCN(C(=O)[C@H](CCCCN)n3cc(CCCC)nn3)CC2)nc(N2CCN(C(=O)[C@H](CCCCN)n3cc(CCCC)nn3)CC2)n1	0.5%	-2%	i	0.7%	0.6%	3	-15	0%	i	?
O=C(COc1ccc(C(=O)NCc2cccnc2)cc1)Nc1cccc(C(F)(F)F)c1	.	1%	.	.	9.7%	.	.	14%	.	0.8%[50 µM]
O=C(COc1ccc2ccccc2c1)NNC(=O)c1ccccc1	-0.5%	-2%	.	.	0.1%	.	.	1%	.	0.2%
O=S(=O)(O)c1nc2ccccc2n1CCOc1ccccc1	0.2%	-1%	i	-4.4%	2.2%	-6	-3	1%	-1.6%	1.6%
COc1cc2c(cc1NC(=O)c1cccc(F)c1)CCCC2	-0.9%	7%	i	-9.3%	3.4%	38	30	2%	1.6%	3.2%
Cc1ccc(/C=c2\s/c(=C(/C#N)C(=O)N3CCCC3)n(Cc3ccco3)c2=O)s1	1.4%	?	i	-4.2%	14%	48	28	2%	.	1.0%
CCOc1ccc2nc(SCC(=O)NCc3ccccc3)[nH]c2c1	-1.7%	5%	.	.	0.9%	.	.	10%	.	8.4%
O=C(CCCN1C(=O)c2ccccc2C1=O)Oc1ccc(Cl)cc1	0.1%	-4%	i	-3.9%	2.6%	0	22	1%	-2.2%	3.7%
CC(NC(=O)CCCOc1ccc(Cl)cc1)c1ccccc1 (stereo not drawn)	-1.2%	1%	i	-2.4%	3.7%	12	0	18%	4.0%	-0.9%
Cc1cccc(C)c1NC(=O)CN(C)C(=O)c1ccccc1OCc1ccc(F)cc1	.	-6%	.	.	-1.2%	.	.	23%	.	1.0%[50 µM]
COc1ccc(/C=N/NC(=O)c2cc(-c3cccc(C)c3)nc3ccccc23)cc1O	.	2%	.	.	22%	.	.	17%	.	-0.2%
Cn1c(Cc2cccs2)nnc1SCc1nc2ccccc2[nH]1	-0.4%	-3%	i	-3.2%	-1.6%	16	-1	-3%	-1.4%	4.7%
Cc1ccc(C)c(S(=O)(=O)c2c(C)cc(C)[nH]c2=O)c1	0.5%	1%	.	.	0.8%	.	.	10%	.	-0.3%
Cc1ccc(-n2ncc3c2CCCC3NC(=O)CSc2ccccn2)cc1C (stereo not drawn)	-1.0%	6%	.	.	14%	.	.	7%	.	0.1%
Cc1nn(-c2ccccc2)c(C)c1/C=N/N1CCN(c2ccccn2)CC1	0.3%	4%	i	-3.8%	3.4%	1	-3	8%	1.1%	2.7%
Cc1cc(C)cc(OCCCOc2cccc3cccnc23)c1	-0.7%	-10%	i	-0.6%	17%	66*	66*	2%	2.0%	0.1%
CCC(C)(C)NC(=O)C(c1cccn1C)N(Cc1ccc(OC)cc1)C(=O)Cn1nnc2ccccc21 (stereo not drawn)	-0.8%	-3%	i	5.2%	2.0%	1	18	7%	-0.1%	-0.1%
COc1ccccc1CNC(=O)C1CCN(S(=O)(=O)N2CCCCC2)CC1	-0.2%	-2%	i	-4.1%	0.9%	-1	12	19%	-2.7%	2.3%
COc1ccc(C(=O)N/N=C/c2ccccc2OC(=O)c2ccccc2)cc1	2.7%	-1%	.	.	16%	.	.	22%	.	0.6%
CC(=O)C1=C(O)C(=O)N(Cc2ccccc2)C1c1ccc(Br)cc1 (stereo not drawn)	-0.8%	-1%	.	.	17%	.	.	7%	.	0.1%
Cc1cc(C)c2c(=O)[nH]c(SCC(=O)NCc3ccccc3)nc2n1	1.2%	2%	i	-1.5%	0.4%	-5	-6	-5%	0.9%	-4.6%
Cc1ccc(Cn2c(C3CCCN3c3nc(-c4ccc(F)cc4)cs3)nc3cc(Cl)c(Cl)cc32)cc1 (stereo not drawn)	-0.8%	-11%	i	.	-0.4%	.	.	5%	.	-0.2%
COc1ccc(Cn2c(SCc3ccccc3C)nc3cc(OC)c(OC)cc3c2=N)cc1	-2.6%	-8%	i	0.2%	-4.1%	-1	-1	2%	1.4%	0.6%
CCOc1ccc(C(=O)Nc2cccc(-c3nc4cccnc4o3)c2)cc1Cl	0.7%	2%	i	-4.0%	-0.7%	-23	-39	1%	-0.9%	-0.5%
CC(=O)Nc1ccc(NC(=O)COC(=O)c2c3c(nc4ccccc24)CCN(Cc2ccccc2)C3)cc1	0.7%	-4%	i	-16%	4.4%	-14	-3	1%	-6.6%	-1.0%
COc1cccc(CC(C(=O)Nc2cc(C)ccc2C)c2nn[nH]n2)c1OC (stereo not drawn)	0.5%	19%	i	-4.9%	-1.0%	-2	4	4%	0.6%	-0.7%	NS5 inhibitors pilot replicate=3.7
N/C(Cc1ccc([N+](=O)[O-])cc1)=N\OC(=O)c1ccco1	1.7%	-1%	i	-2.8%	0.8%	-6	-14	-4%	-1.3%	-0.5%
Cc1c(N=c2scc(-c3ccccc3)n2CCO)c(=O)n(-c2ccccc2)n1C	0.6%	1%	i	-0.3%	0.8%	-7	-6	0%	-0.3%	-0.4%
CCOc1cc(C(=O)NC2CCCCCCC2)cc(OCC)c1OCC	.	6%	.	.	2.2%	.	.	12%	.	-0.6%
COc1ccccc1NC(=S)NC(NC(=O)CC(C)C)C(Cl)(Cl)Cl (stereo not drawn)	-0.9%	-10%	i	-2.1%	0.2%	-8	-7	.	-1.8%	-0.6%
COC(CNC(=O)CCc1c(C)nc2c(c(C)nn2-c2ccc(C)cc2)c1C)OC	-1.4%	-5%	.	.	2.2%	.	.	3%	.	-0.8%[50 µM]
CN(CC(O)COCc1ccccc1F)C1CCCCC1 (stereo not drawn)	0.1%	0%	i	.	-1.8%	.	.	8%	.	-0.1%
COc1ccc(NC(=O)N2CCN(C(=O)C(Cc3ccc(F)cc3)NC(C)=O)CC2)cc1 (stereo not drawn)	0.1%	-5%	i	-0.5%	0.4%	-9	-6	.	-1.2%	0.1%
Cc1[nH]nc(N)c1-c1ccc(Cl)cc1	0.0%	-2%	i	-7.3%	-1.7%	-6	-22	6%	.	0.2%
C=C1CCC[C@]2(C)C[C@H]3OC(=O)C(CNCC(C)C)[C@H]3CC12 (stereo partly drawn)	-0.5%	3%	.	.	0.8%	.	.	23%	.	0.1%
CCCCCCn1c(=O)c(Cc2ccccc2)c(O)c2ccccc21	-0.1%	-4%	i	-6.4%	6.9%	-4	2	15%	2.1%	0.2%
Cc1ccc(NC(=O)CCCc2ccccc2)c([N+](=O)[O-])c1	-1.1%	.	.	.	1.2%	.	.	14%	.	2.7%
